NPY2 pot ag: NPY-Y2 potentiators or agonists, primary screen, cell-based. Neuropeptide Y receptor type 2 (Homo sapiens), P49146. cells expressing NPY-Y2, potentiator/agonist read-out. activation, % at 3.6 µM. actives 0.45% (n = 220,000); in the data active = activation above about 27%;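 also: cells stimulated with NPY near EC25 plus isoproterenol at EC100; 0% = vehicle plus submaximal agonist and 100% = vehicle plus saturating agonist; some results beyond the cut were filed as inactive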
Target sequence (P49146 whole entry, looked up): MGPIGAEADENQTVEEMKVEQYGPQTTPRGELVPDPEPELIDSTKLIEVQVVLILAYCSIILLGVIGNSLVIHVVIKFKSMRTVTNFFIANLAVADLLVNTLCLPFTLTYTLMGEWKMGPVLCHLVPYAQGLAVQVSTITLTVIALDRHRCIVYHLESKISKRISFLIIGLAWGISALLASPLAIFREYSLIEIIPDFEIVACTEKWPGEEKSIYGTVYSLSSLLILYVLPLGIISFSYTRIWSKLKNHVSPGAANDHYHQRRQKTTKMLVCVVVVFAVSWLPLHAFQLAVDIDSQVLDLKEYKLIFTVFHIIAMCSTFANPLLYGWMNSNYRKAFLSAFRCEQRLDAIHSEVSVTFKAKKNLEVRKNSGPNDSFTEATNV
Runt-CBFb FRET: inhibitors of RUNX1 Runt–CBFb binding, primary screen, biochemical, FRET, Cerulean-Runt, Venus-CBFb, uHTS | Runt-related transcription factor 1 (Homo sapiens) + Core-binding factor subunit beta … | Cerulean-Runt/Venus-CBFb FRET ratio 530/480, 1 h | actives 0.46% (n = 220,000) | inhibition, % at 20 µM | AID 1496, 2009;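 active = inhibition over about 50% at 20 µM in the single-dose screen, limit read from the data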;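 also: 0% = DMSO wells and 100% = excess unlabeled CBFb competitor control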
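Schedule: protein complex preformed 1 h, compound exposure 1 h, room temperature, dark; test system: Cerulean-labeled Runt domain protein; amount: 100 nM per protein; buffer or medium: Tris 50 mM pH 7.5, KCl, K2SO4, 0.01% BSA; read-out: loss of energy transfer signal; detection: FRET fluorescence; controls: 5 µM unlabeled CBFb as full-inhibition high control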
MDM2 E3 inh: MDM2-luciferase reporter signal enhancers, primary screen, MDM2 E3 ligase inhibitor project, cell-based, luminescence, 1536-well; cell-based MDM2 ubiquitination luciferase reporter, 2 h; 0 = plate control, 100 = twice control, blank-subtracted; signal enhancement, % at 5 µM; actives 0.11% (n = 210,000); AID 1230, 2008;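 active = signal enhancement of 30% or more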;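 also: luminescence tracks abundance of the self-degrading MDM2-luciferase fusion protein; higher signal means inhibition of MDM2 E3 ligase activity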
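Buffer or medium: Cells held in DMEM | Assay system: Stable mammalian line carrying autodegrading MDM2–luciferase fusion reporter | Quantity: 2000 cells/well | Times: 4 h settle plus 2 h compound, 37 °C | Doses: One concentration, 5 µM, with 0.2% DMSO | Technique: Luminescence with SteadyLite reagent, 15 min at room temperature | Benchmarks: Plate controls and plate blanks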
Hck-Nef inh: inhibitors of Nef-activated human Hck kinase, primary screen, biochemical, Z-Lyte FRET, 384-well, Hck-YEEI; Recombinant Hck-YEEI plus Nef, Z-Lyte FRET kinase assay; inhibition, % at 20 µM; actives 0.68% (n = 220,000);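 active = Hck-Nef kinase inhibition above about 50%, limit read from the data; inactive = inhibition below that limit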;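 also: 0% = DMSO with Hck plus Nef and 100% = Hck alone without Nef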
p97 ATPase inh: inhibitors of human p97 ATPase, primary screen, biochemical. Transitional endoplasmic reticulum ATPase (Homo sapiens), P55072. recombinant p97 ATPase, Kinase-Glo ATP luminescence, 3 h. inhibition, % at 8 µM. actives 0.42% (n = 220,000). AID 1481, 2009; in the data active = inhibition above about 15%;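 also: 0% = DMSO vehicle and 100% = wells lacking enzyme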
NPY-Y1 PAM-ag: NPY-Y1 receptor potentiators or agonists, primary screen, cell-based; Neuropeptide Y receptor type 1 (Homo sapiens), P25929; NPY-Y1 expressing cells, potentiator/agonist activation; activation, % at 3.6 µM; actives 0.37% (n = 220,000); AID 1304, 2008; in the data active = activation above about 33%, passing the limit was not always enough;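 also: cells stimulated with NPY at EC10 then isoproterenol at EC100; 0% = low agonist plus stimulus and 100% = saturating agonist plus stimulus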
Runt-SMMHC FRET: inhibitors of RUNX1 Runt–CBFb-SMMHC binding, primary screen, biochemical, FRET, Cerulean-Runt, Venus-CBFb-SMMHC, uHTS; Cerulean-Runt/Venus-CBFb-SMMHC FRET ratio 530/480, 1 h; AID 1434, 2008; inhibition, % at 20 µM; actives 0.74% (n = 220,000);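 active = mean inhibition across duplicate retests at 20 µM reaching about 50%, limit read from the data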;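 also: 0% = DMSO wells and 100% = wells with excess untagged CBFb-SMMHC; inhibitors lower the FRET ratio by blocking Runt binding to CBFb-SMMHC; some results filed as inactive read as strong as hits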
NPY-Y1 antag: NPY-Y1 receptor antagonists, primary screen, cell-based; HEK293-CNG Y1 cells, membrane potential fluorescence; NPY at EC95, then isoproterenol; inhibition, % at 3.6 µM; actives 1% (n = 200,000);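 active = inhibition above the campaign mean inhibition of all tested compounds plus 3 SD, cut at about 20% in these data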;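 also: 0% = DMSO wells given NPY plus isoproterenol and 100% = isoproterenol alone without NPY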
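Test system: HEK293 cells co-expressing NPY Y1 receptor and cyclic-nucleotide gated channel; Also added: NPY (25 nM), isoproterenol (1 µM), Ro 20-1724 (25 µM); Compound dosing: one concentration, 3.6 µM, in 0.4% DMSO; Timing: dye 3 h, compound 60 min room temperature, stimulation 45 min; Technique: Membrane-potential fluorescent dye readout.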
RBBP9 inhibitor: human RBBP9 inhibitors, primary screen, biochemical, fluorescence polarization, FP-Rh probe, HTS. recombinant RBBP9. AID 1515, 2009. Serine hydrolase RBBP9 (Homo sapiens), O75884. actives 0.2% (n = 220,000). inhibition, % at 7.94 µM;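 active = inhibition above the campaign mean of all tested compounds plus 3 SD, cut at about 14% in these data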;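 also: plate controls were DMSO wells with RBBP9 for no effect and wells lacking RBBP9 protein for full effect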
Target sequence (O75884 whole entry, looked up): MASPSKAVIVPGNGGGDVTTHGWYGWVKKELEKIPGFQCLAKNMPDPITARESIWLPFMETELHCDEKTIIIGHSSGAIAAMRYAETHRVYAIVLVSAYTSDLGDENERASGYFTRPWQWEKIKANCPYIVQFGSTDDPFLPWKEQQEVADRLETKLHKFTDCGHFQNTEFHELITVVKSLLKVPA
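Measured by – fluorescence polarization · Test system – RBBP9 protein · Input – 2.5 µM RBBP9 dispensing solution, before mixing · Measure – percent inhibition from mP, scaled between DMSO and no-protein wells · Benchmarks – DMSO-treated enzyme wells and wells lacking RBBP9 · Times – preincubation 30 min plus labeling 45 min at 25 °C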
* hit, by the source's call; nt = not tested or not shown; & = joins results of further samples. Some of the compounds tested (hit frequency here may not be typical).

SMILES	NPY2 pot ag	Runt-CBFb FRET	MDM2 E3 inh	Hck-Nef inh	p97 ATPase inh	NPY-Y1 PAM-ag	Runt-SMMHC FRET	NPY-Y1 antag	RBBP9 inhibitor
O=C(Nc1ccc(C(=O)O)c(O)c1)c1ccccc1	-3.1	-0.6	-17.4	-7.5	-1.3	8.0	0.0	nt	-7.3
Cn1c(=O)c2c(ncn2CCO)n(C)c1=O	-10.5	1.8	nt	nt	8.4	3.1	-2.2	-2.3	3.0
COc1ccc2ccc(=O)oc2c1	14.0	1.2	nt	-1.3	5.5	-9.7	-0.5	5.6	-8.2
C=C1c2cccc(O)c2C(O)=C2C(=O)[C@]3(O)C(O)=C(C(N)=O)C(=O)[C@@H](N(C)C)[C@@H]3[C@@H](O)[C@H]12	-6.9	23.5	-1.0	-54.1	63.0*	2.1	-9.1	-4.2	37.2*
NC(N)=NC(=O)Cc1c(Cl)cccc1Cl	3.7	0.5	nt	-8.4	10.3	18.6	-3.1	4.0	5.1
COc1ccc2nc(NC(=O)Nc3ccccc3)sc2c1	14.3	-2.8	nt	-5.8	4.5	11.6	-1.4	-3.1	2.9
CNc1c2c(nn1C)CCCC2	-11.0	-0.6	-12.6	1.3	8.4	9.2	4.0	0.0	1.7
COc1ccccc1OCCNCC(O)COc1cccc2[nH]c3ccccc3c12 (stereo not drawn)	97.9*	0.1	nt	nt	-0.9&4.7	106.0*	-2.2	-12.3&-11.0	-1.6&5.8
C/C=C(/C)C(=O)O[C@@H]1c2cc(OC)c(OC)c(OC)c2-c2c(cc3c(c2OC)OCO3)C[C@H](C)[C@]1(C)O	nt	-1.7	2.0	33.6	nt	nt	-0.2	nt	nt
C/C=C(/C)C(=O)OC1c2c(ccc3ccc(=O)oc23)OC(C)(C)C1OC(=O)/C(C)=C\C (stereo not drawn)	-34.8	-7.1	0.5	17.0	-4.4	-12.9	-4.9	21.9*	1.2
CCCCC1C(=O)N(c2ccccc2)N(c2ccccc2)C1=O	6.1	-4.1	nt	14.2	1.2	-15.5	-0.2	3.2	-8.9
CCCCOc1ccc(CC(=O)NO)cc1	7.8	-1.9	nt	2.8	3.6	-19.1	1.1	37.9*	-6.2
CC[C@]1(O)C[C@@H]2CN(CCc3c([nH]c4ccccc34)[C@@](C(=O)OC)(c3cc4c(cc3OC)N(C)[C@H]3[C@@](O)(C(=O)OC)[C@H](OC(C)=O)[C@]5(CC)C=CCN6CC[C@]43[C@@H]65)C2)C1	nt	-0.2	-6.5	24.7	nt	nt	1.1	nt	nt
Cc1cccc(C)c1NC(=O)C1CCCCN1C (stereo not drawn)	6.1	-0.1	nt	-7.2	-2.1	10.7	2.6	3.9	-10.8
Cc1[nH]c2ccccc2c1/C=N/NC(N)=S	13.4	-0.8	-2.8	19.5	-1.0	-6.0	-3.5	nt	-3.5
CN(C)CCOc1ccccc1Cc1ccccc1	0.8	-0.9	nt	-1.2	0.8	-60.1	3.8	16.8	-3.3
C[C@@H]1C[C@H]2[C@@H]3C[C@H](F)C4=CC(=O)C=C[C@]4(C)[C@@]3(F)[C@@H](O)C[C@]2(C)[C@@]1(O)C(=O)COC(=O)C(C)(C)C	10.6	-2.5	nt	-1.1	2.0	1.0	2.1	-3.5	-3.9
O=c1cc(-c2ccc(O)cc2)oc2cc(O[C@@H]3O[C@H](CO)[C@@H](O)[C@H](O)[C@H]3O[C@@H]3OC[C@](O)(CO)[C@H]3O)cc(O)c12	0.7	-2.2	nt	0.5	10.4	-1.4	-5.4	-6.7	0.1
Cc1cccc2c1NC(=O)/C2=C\C(=O)c1cccs1	17.7	9.4	-9.6	1.4	5.3	-19.4	2.9	0.2	4.7

Screening data from PubChem.
